High-throughput results as filed in PubChem.
All columns: NCI-60 one-dose screen, growth in % after 48 h at 10 µM unless noted; 100 = growth as untreated, 0 = no growth, -100 = all killed.
RPMI-8226: RPMI-8226 leukemia cells; hit rate 7.5% among 77,000; AID 1794781
A549/ATCC: A549/ATCC NSCLC; hit rate 3.7% among 81,000
EKVX: EKVX NSCLC; hit rate 3% among 71,000
SR: SR leukemia cells; AID 1794780; hit rate 8.7% among 73,000
HOP-92: HOP-92 NSCLC cells; hit rate 6.3% among 71,000; AID 1794738
CCRF-CEM: CCRF-CEM leukemia. hit rate 7% among 77,000
MOLT-4: MOLT-4 leukemia cells | hit rate 6.9% among 80,000 | AID 1794779
HOP-62: HOP-62 NSCLC | hit rate 3.9% among 80,000
* hit, by the source's call. How the source made its calls: active means growth percent below 10; inactive means the rest.

How did O=C1c2c(c3c4ccccc4[nH]c3c3ccc4ccccc4c23)C(=O)N1CCO do in these assays?
RPMI-8226: 51.7; A549/ATCC: 76.4; EKVX: 76.9; SR: 26.3; HOP-92: 48.6; CCRF-CEM: 64.2; MOLT-4: 63.1; HOP-62: 52.3

Results for COc1cc2c(c(OC)c1OC)C(=O)CC(c1cccc(NC(=O)c3cc([N+](=O)[O-])ccc3C)c1)O2 (stereo not given) ?
RPMI-8226: 48.3; A549/ATCC: 59.1; EKVX: 69.2; HOP-92: 58.4; CCRF-CEM: 38.6; MOLT-4: 25.3; HOP-62: 79.3

How did CCn1c(SCC(=O)Nc2cccc(C(=O)/C=C/c3ccccc3)c2)nc2ccccc2c1=O do in these assays?
RPMI-8226: 18.0; A549/ATCC: 107.6; EKVX: 94.8; SR: 74.6; HOP-92: 82.6; CCRF-CEM: 91.3; MOLT-4: 81.3; HOP-62: 106.6

How did Cn1c(=O)c2c(ncn2CC(=O)Nc2ccccc2)n(C)c1=O do in these assays?
RPMI-8226: 96.9; A549/ATCC: 98.7; EKVX: 92.8; SR: 87.3; HOP-92: 77.5; CCRF-CEM: 98.6; MOLT-4: 97.1; HOP-62: 105.3

How did CC(=O)NC1C(Nc2ccc(S(=O)(=O)NC(C)=O)cc2)OC(CO)C(O)C1O (stereo not given) do in these assays?
RPMI-8226: 113.6; A549/ATCC: 103.2; EKVX: 102.6; SR: 103.4; HOP-92: 115.0; CCRF-CEM: 105.6; MOLT-4: 106.6; HOP-62: 93.7

Results for COc1ccc(-c2csc(NC(=O)CSc3nc(-c4ccc(OC)cc4)c(C#N)c(=O)[nH]3)n2)cc1 ?
RPMI-8226: 100.0; A549/ATCC: 95.4; EKVX: 103.4; SR: 90.9; HOP-92: 106.3; CCRF-CEM: 96.0; MOLT-4: 86.2; HOP-62: 102.0

What do the screens show for `Cc1oc2ncnc(Nc3ccc(OCc4cccc(F)c4)c(Cl)c3)c2c1C(=O)NCCO`?
RPMI-8226: 70.2; A549/ATCC: 53.5; EKVX: 47.8; SR: 99.7; HOP-92: 41.9; CCRF-CEM: 89.5; MOLT-4: 68.5; HOP-62: 51.1

What do the screens show for `CCOc1ccc(Nc2nc3ccccc3nc2Nc2ccc(OCC)cc2)cc1`?
RPMI-8226: 18.5; A549/ATCC: 41.3; EKVX: 46.6; SR: 42.2; HOP-92: 27.6; CCRF-CEM: 23.7; MOLT-4: 10.0*; HOP-62: 64.9

What do the screens show for `Nc1nc(N)nc(NCc2ccccc2)n1`?
RPMI-8226: 107.0; A549/ATCC: 100.5; EKVX: 99.3; SR: 89.0; HOP-92: 108.2; CCRF-CEM: 108.6; MOLT-4: 95.4; HOP-62: 104.9

Results for CC(=O)NC1=C/C(=C\[N+](=O)[O-])C=C1O ?
RPMI-8226: 96.3; A549/ATCC: 102.1; EKVX: 97.9; SR: 88.2; HOP-92: 96.4; CCRF-CEM: 99.0; MOLT-4: 106.8; HOP-62: 88.8

How did Cc1ccc(C(=O)CSc2nc3[nH]c(=O)n(C)c(=O)c3[nH]2)cc1 do in these assays?
RPMI-8226: 102.1; A549/ATCC: 101.1; EKVX: 94.8; SR: 101.4; HOP-92: 96.2; CCRF-CEM: 105.3; MOLT-4: 104.8; HOP-62: 102.2

Results for CC(C)[C@H](NC(=O)CSc1nnc(-c2ccc(NC(=O)c3cccnc3)cc2)o1)C(=O)O ?
A549/ATCC: 106.0; EKVX: 104.0; HOP-92: 109.5; CCRF-CEM: 101.8; MOLT-4: 95.8; HOP-62: 101.1

How did CCCCCOC(=O)c1ccc(NC(=O)CNC(C)(C)C)cc1 do in these assays?
RPMI-8226: 85.6; A549/ATCC: 93.3; EKVX: 96.3; SR: 91.9; HOP-92: 51.5; CCRF-CEM: 89.2; MOLT-4: 91.8; HOP-62: 95.9

How did NNC(=O)c1ccccc1Nc1ccnc(C(F)(F)F)c1 do in these assays?
RPMI-8226: 74.4; A549/ATCC: 68.9; EKVX: 99.2; SR: 100.5; HOP-92: 96.3; CCRF-CEM: 104.1; MOLT-4: 117.8; HOP-62: 74.3

Results for CC(=O)N1N=C(c2ccc(Cl)cc2)CC1c1c(C)nn(-c2ccccc2)c1N(C)Cc1ccccc1 (stereo not given) ?
RPMI-8226: 46.8; A549/ATCC: 53.5; EKVX: 76.4; SR: 72.4; HOP-92: 55.2; CCRF-CEM: 73.0; MOLT-4: 44.4; HOP-62: 74.3

How did COc1ccc(OC)c(Nc2ncccc2C(=O)NCc2cn(Cc3cccc(Oc4ccccc4)c3)nn2)c1 do in these assays?
RPMI-8226: 107.4; A549/ATCC: 85.5; EKVX: 86.4; SR: 39.1; HOP-92: 93.3; MOLT-4: 58.4; HOP-62: 88.5

What do the screens show for `Cc1nc(C(F)(F)F)c(F)c(=O)[nH]1`?
RPMI-8226: 95.9; A549/ATCC: 86.8; EKVX: 96.5; SR: 97.1; HOP-92: 81.0; CCRF-CEM: 90.6; MOLT-4: 107.4; HOP-62: 86.4

How did Cc1ccccc1Nc1nc(SC(C)C)nc(-c2ccccc2)c1C#N do in these assays?
RPMI-8226: 83.8; A549/ATCC: 102.4; EKVX: 73.2; SR: 89.6; HOP-92: 64.5; CCRF-CEM: 80.9; MOLT-4: 90.2; HOP-62: 37.0

Results for COc1cc(-c2nc(-c3nc4ccc(Cl)cc4[nH]3)cc3c2[nH]c2ccccc23)cc(OC)c1OC ?
RPMI-8226: 45.2; A549/ATCC: 59.2; HOP-92: 51.8; CCRF-CEM: 46.5; MOLT-4: 34.4; HOP-62: 83.7

How did Cc1[nH]c(C(=O)Nc2ccc(C(=O)N3CCNCC3)cc2OC(C)C)c(Cl)c1Cl do in these assays?
A549/ATCC: 70.2; EKVX: 82.8; SR: -34.3*; HOP-92: 43.5; CCRF-CEM: 27.7; MOLT-4: 54.1; HOP-62: 88.7

How did Cn1c(=O)c2[nH]c(C3CCC3)nc2n(C)c1=O do in these assays?
RPMI-8226: 122.3; A549/ATCC: 105.8; EKVX: 111.1; SR: 100.5; HOP-92: 106.0; CCRF-CEM: 134.6; MOLT-4: 117.6; HOP-62: 107.5

What do the screens show for `C=C(C)[C@@H]1CC[C@]2(C(=O)OC)CC[C@]3(C)[C@H](CC[C@@H]4[C@@]5(C)C/C(=C/c6ccco6)C(=O)C(C)(C)[C@@H]5CC[C@]43C)[C@@H]12`?
RPMI-8226: 91.5; A549/ATCC: 99.0; EKVX: 96.6; SR: 88.0; HOP-92: 82.1; CCRF-CEM: 85.9; MOLT-4: 99.8; HOP-62: 100.8

What do the screens show for `CN1CCN(CCCOc2cccc3nc(Nc4ccc(Cl)c(F)c4)ccc23)CC1`?
RPMI-8226: 23.9; A549/ATCC: 40.1; EKVX: 61.7; SR: -16.0*; HOP-92: 30.8; CCRF-CEM: 19.3; MOLT-4: -22.0*; HOP-62: 61.0

How did Cc1ccc(C#N)c(=O)[nH]1 do in these assays?
RPMI-8226: 114.2; A549/ATCC: 95.0; SR: 116.0; HOP-92: 101.3; CCRF-CEM: 110.3; MOLT-4: 106.9; HOP-62: 112.8

Results for S=c1[nH]c2ccccc2n2cccc12 ?
RPMI-8226: 88.8; A549/ATCC: 104.8; EKVX: 69.2; SR: 101.2; HOP-92: 87.6; CCRF-CEM: 109.4; HOP-62: 102.2

How did CCN1C(=O)N(CC)C2C1NN=c1s/c(=C3\C(=O)N(CCc4ccccc4)c4ccccc43)c(=O)n12 (stereo not given) do in these assays?
RPMI-8226: 8.8*; A549/ATCC: 16.1; EKVX: 43.6; SR: 10.7; HOP-92: 38.1; CCRF-CEM: 5.6*; MOLT-4: 10.3; HOP-62: 24.4

Results for CC1(C)N=C(N)NC(Nc2ccc(S(N)(=O)=O)cc2)=N1 ?
RPMI-8226: 112.4; A549/ATCC: 106.8; EKVX: 106.5; SR: 104.3; HOP-92: 98.7; CCRF-CEM: 109.0; MOLT-4: 110.3; HOP-62: 101.8

Results for CCOC(=O)c1cc(C(=O)c2ccc(Cl)cc2)n2c1ccc1c3cccnc3ccc12 ?
RPMI-8226: 106.4; A549/ATCC: 87.7; EKVX: 89.0; SR: 86.7; HOP-92: 95.2; CCRF-CEM: 103.7; MOLT-4: 111.0; HOP-62: 83.8

What do the screens show for `COc1ccc(C2CC(c3cnccn3)=NN2)cc1OC` (stereo not given)?
RPMI-8226: 82.6; A549/ATCC: 90.4; EKVX: 108.4; SR: 79.3; HOP-92: 68.3; CCRF-CEM: 75.2; MOLT-4: 72.0; HOP-62: 110.5

Results for C#Cc1cc(C(=O)Nc2ccc(CN3CCN(C)CC3)c(C(F)(F)F)c2)ccc1OC ?
RPMI-8226: 71.6; A549/ATCC: 87.5; EKVX: 100.5; SR: 85.9; HOP-92: 63.6; CCRF-CEM: 87.0; MOLT-4: 84.4; HOP-62: 91.5

Among those listed so far, 5 contain fluorine.
What do the screens show for `Cc1oc2ncnc(Nc3ccc(OCc4cccc(F)c4)c(Cl)c3)c2c1C(=O)NCCO`?
RPMI-8226: 70.2; A549/ATCC: 53.5; EKVX: 47.8; SR: 99.7; HOP-92: 41.9; CCRF-CEM: 89.5; MOLT-4: 68.5; HOP-62: 51.1

How did NNC(=O)c1ccccc1Nc1ccnc(C(F)(F)F)c1 do in these assays?
RPMI-8226: 74.4; A549/ATCC: 68.9; EKVX: 99.2; SR: 100.5; HOP-92: 96.3; CCRF-CEM: 104.1; MOLT-4: 117.8; HOP-62: 74.3

What do the screens show for `Cc1nc(C(F)(F)F)c(F)c(=O)[nH]1`?
RPMI-8226: 95.9; A549/ATCC: 86.8; EKVX: 96.5; SR: 97.1; HOP-92: 81.0; CCRF-CEM: 90.6; MOLT-4: 107.4; HOP-62: 86.4

What do the screens show for `CN1CCN(CCCOc2cccc3nc(Nc4ccc(Cl)c(F)c4)ccc23)CC1`?
RPMI-8226: 23.9; A549/ATCC: 40.1; EKVX: 61.7; SR: -16.0*; HOP-92: 30.8; CCRF-CEM: 19.3; MOLT-4: -22.0*; HOP-62: 61.0

Results for C#Cc1cc(C(=O)Nc2ccc(CN3CCN(C)CC3)c(C(F)(F)F)c2)ccc1OC ?
RPMI-8226: 71.6; A549/ATCC: 87.5; EKVX: 100.5; SR: 85.9; HOP-92: 63.6; CCRF-CEM: 87.0; MOLT-4: 84.4; HOP-62: 91.5

(more compounds)
How did OC1C2CC3C1C3C2O (stereo not given) do in these assays?
RPMI-8226: 102.3; A549/ATCC: 100.4; SR: 91.6; MOLT-4: 90.5; HOP-62: 100.2

What do the screens show for `N#Cc1c(-c2ccc(Cl)cc2)nc(SCc2ccc([N+](=O)[O-])cc2)[nH]c1=O`?
RPMI-8226: 88.2; A549/ATCC: 95.0; EKVX: 98.9; SR: 86.6; HOP-92: 78.2; CCRF-CEM: 86.1; MOLT-4: 71.4; HOP-62: 94.8

How did Nc1ccccc1C(=O)N[C@H]1CC(=O)c2ccccc2NC1=O do in these assays?
RPMI-8226: 105.0; A549/ATCC: 97.3; EKVX: 98.6; HOP-92: 108.8; CCRF-CEM: 100.9; MOLT-4: 99.5; HOP-62: 91.9

What do the screens show for `N#Cc1nc(-c2ccc(Cl)cc2)cc(-c2ccc(Nc3nc(N4CCCCC4)nc(N4CCCCC4)n3)cc2)c1N`?
RPMI-8226: 110.9; A549/ATCC: 105.7; EKVX: 91.8; SR: 105.2; HOP-92: 100.5; CCRF-CEM: 107.0; MOLT-4: 99.2; HOP-62: 94.8

Results for Cc1ncc(COCc2ccccc2)c(CO)c1OCc1ccccc1 ?
RPMI-8226: 102.0; A549/ATCC: 105.8; EKVX: 92.1; SR: 103.1; CCRF-CEM: 100.9; MOLT-4: 101.5; HOP-62: 108.1

What do the screens show for `COc1ccc(S(=O)(=O)N2CCC(N3CCC(C)CC3)CC2)cc1`?
RPMI-8226: 105.6; A549/ATCC: 89.3; HOP-92: 100.8; CCRF-CEM: 101.2; MOLT-4: 93.2; HOP-62: 100.9

How did Cn1cc(-c2csc(-c3c[nH]c4ccccc34)n2)c2cccnc21 do in these assays?
RPMI-8226: 21.3; A549/ATCC: 40.3; EKVX: 42.5; SR: 27.4; HOP-92: 49.5; CCRF-CEM: 20.4; MOLT-4: 44.4; HOP-62: 45.5

How did CCCN1/C(=C(\C#N)C(=O)OCC)Sc2c1nc(C)[nH]c2=O do in these assays?
RPMI-8226: 96.8; A549/ATCC: 105.3; EKVX: 95.0; SR: 90.5; HOP-92: 73.7; CCRF-CEM: 78.8; MOLT-4: 87.8; HOP-62: 84.4

How did CCOC(=O)/C=C(/CSC(=S)OCC)OCC do in these assays?
A549/ATCC: 98.6; EKVX: 105.7; SR: 96.4; HOP-92: 90.6; CCRF-CEM: 95.0; MOLT-4: 104.3; HOP-62: 107.5

What do the screens show for `CC(=O)NS(=O)(=O)c1cc(N)ccc1S(=O)(=O)c1ccc(N)cc1`?
RPMI-8226: 105.7; A549/ATCC: 98.8; EKVX: 120.8; SR: 103.7; HOP-92: 103.0; CCRF-CEM: 102.6; MOLT-4: 99.2; HOP-62: 106.3

Results for Cc1nn(-c2ccccc2)c(Cl)c1/C=C1\N=C(c2ccccc2)N(C(=O)c2ccc(Cl)cc2)NC1=O ?
RPMI-8226: 70.5; A549/ATCC: 80.1; EKVX: 80.6; SR: 69.1; HOP-92: 74.5; MOLT-4: 67.6; HOP-62: 101.5

What do the screens show for `Cn1cc(-c2noc(C(=O)c3cn(C)c4ncccc34)n2)c2ccccc21`?
RPMI-8226: 94.5; A549/ATCC: 100.2; EKVX: 60.6; SR: 74.9; HOP-92: 41.4; CCRF-CEM: 98.1; MOLT-4: 95.6; HOP-62: 95.0

What do the screens show for `Cn1c(N2NC(=O)C(N=Nc3ccc(S(N)(=O)=O)cc3)C2=O)nc(-c2ccco2)c(C#N)c1=O` (stereo not given)?
RPMI-8226: 4.0*; A549/ATCC: 108.7; EKVX: 106.9; SR: 1.6*; HOP-92: 32.3; MOLT-4: 4.7*; HOP-62: 96.4

How did CC(=O)c1c(C)nc(SCC(=O)Nc2ccc(Br)cc2)n1-c1ccc(Cl)cc1 do in these assays?
RPMI-8226: 68.5; A549/ATCC: 70.3; EKVX: 78.6; HOP-92: 104.3; CCRF-CEM: 94.7; MOLT-4: 69.5; HOP-62: 89.8
